High-throughput results from PubChem BioAssay.
PrPC surface inh: cell surface PrPC inhibition, primary TR-FRET screen; P04156; TR-FRET read-out; inhibition, % at 13.8 µM; 0.43% of 370,000 active; AID 720596; in the data active means inhibition above about 24%; further: 0% = median of the test wells and 100% = reference compound wells
PfHsp40 yeast: restores yeast growth despite PfHsp40 toxicity | S. cerevisiae expressing PfHsp40, growth rescue, ATP luminescence | growth rescue, % at 12.5 µM | 0.68% of 340,000 active | AID 504582; in the data active means growth rescue above about 28%, passing the limit was not always enough; inconclusive means no clear call, values can overlap the other calls;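 further: yeast W303a lacking pdr1 and pdr3 grown in galactose medium; growth measured after three days at 30 °C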
BH1578 lux ind: inducers of Vibrio cholerae quorum light production without autoinducers | activation, % at 18.7 µM | V. cholerae BH1578 lux reporter, luminescence, 6 h | AID 588436 | 0.16% of 350,000 active; in the data active means activation mostly above about 9.7%, no sharp cut-off; inconclusive means no clear call, values can overlap the other calls; inactive means mostly below about 3.7%; further: not every result past the cut was called active; inactives centre near 0; reference of the scale not given here
SSB-PriA inh: inhibitors of Klebsiella pneumoniae PriA binding to SSB C-terminal tail | AlphaScreen SSBct-PriA binding, biotinylated peptide | inhibition, % at 33 µM | 0.6% of 430,000 active | AID 1272365; in the data active means inhibition mostly above about 37%, no sharp cut-off; inactive means mostly below about 20%;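 further: plate controls were negative control peptide for no effect and reference peptide for full effect; strong numbers were not always called active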
Y pestis TopoI: blocks Yersinia pestis topoisomerase I activity; AID 504884; 0.064% of 360,000 active; activity, % at 10 µM; Y. pestis Topo-I cleavage product accumulation, plate reader; in the data active means activity above about 50%, passing the limit was not always enough; inconclusive means no clear call, values can overlap the other calls; further: inactives centre near 2
TcdB GH inh: TcdB glycohydrolase inhibition; inhibition, % at 9.99 µM; P18177; AID 652162; 0.24% of 350,000 active; TcdB glycohydrolase enzymatic assay, plate reader; in the data active means inhibition above about 10%
SARS 3CLpro inh: SARS-CoV 3CLpro protease inhibition; 0.14% of 290,000 active; recombinant SARS-CoV 3CLpro, quenched FRET peptide cleavage; P0C6X7; inhibition, % at 6 µM; in the data active means inhibition above about 12%
Anthrax LF prot: blocks Bacillus anthracis lethal factor protease | P15917 | multiplex microsphere protease cleavage assay, LF | inhibition, % at 10 µM | 0.12% of 360,000 active; further: plate controls were buffer without enzyme for full effect and enzyme alone for no effect
Target sequence (P15917 whole entry, looked up): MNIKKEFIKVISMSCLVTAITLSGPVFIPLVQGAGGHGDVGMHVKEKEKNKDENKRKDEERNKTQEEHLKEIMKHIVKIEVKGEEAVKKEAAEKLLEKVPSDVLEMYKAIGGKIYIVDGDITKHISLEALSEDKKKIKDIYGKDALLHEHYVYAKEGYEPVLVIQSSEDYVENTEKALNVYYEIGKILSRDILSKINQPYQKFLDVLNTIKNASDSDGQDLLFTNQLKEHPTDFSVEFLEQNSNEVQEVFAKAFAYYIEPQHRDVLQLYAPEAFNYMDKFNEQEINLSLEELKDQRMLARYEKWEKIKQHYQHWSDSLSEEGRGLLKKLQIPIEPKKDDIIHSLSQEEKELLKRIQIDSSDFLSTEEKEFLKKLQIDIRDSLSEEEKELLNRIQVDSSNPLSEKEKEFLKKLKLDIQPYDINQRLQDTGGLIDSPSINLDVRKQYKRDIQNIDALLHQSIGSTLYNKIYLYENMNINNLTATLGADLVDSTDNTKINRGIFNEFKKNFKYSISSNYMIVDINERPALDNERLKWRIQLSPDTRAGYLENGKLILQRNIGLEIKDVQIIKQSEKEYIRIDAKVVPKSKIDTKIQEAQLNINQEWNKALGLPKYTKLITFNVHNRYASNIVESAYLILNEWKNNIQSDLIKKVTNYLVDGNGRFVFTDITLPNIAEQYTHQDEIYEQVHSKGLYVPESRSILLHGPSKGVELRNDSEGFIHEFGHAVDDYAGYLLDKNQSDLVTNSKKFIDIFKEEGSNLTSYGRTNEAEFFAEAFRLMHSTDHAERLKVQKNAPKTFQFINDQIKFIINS
BoNT A protease: inhibitors of Botulinum neurotoxin A light chain protease | inhibition, % at 10 µM | 0.17% of 360,000 active | multiplex microsphere protease substrate cleavage, flow cytometry; further: plate controls were buffer without enzyme for full effect and enzyme alone for no effect
Active calls of the source: *; i = inactive; ? = inconclusive; nt = not tested or not shown; & = joins results of further samples. Unless noted, no stated cut-off is given here; in the data, active means inhibition above about 30%; inconclusive means no clear call, values can overlap the other calls; inactive means below that. Only part of the results is shown. The share of hits here may be higher or lower than overall.

entry	Compound	PrPC surface inh	PfHsp40 yeast	BH1578 lux ind	SSB-PriA inh	Y pestis TopoI
1	COc1ccc(C(=O)N2CCCC(N3CCN(c4ccccc4OC)CC3)C2)c(OC)n1 (stereo unspecified)	3	0.3	-0.5	-3	7
2	CC12CCC(C[N+](C)(C)C1)C2(C)C (stereo unspecified)	-1	-1.0	-0.6	-1	-6
3	COc1ccc2c(c1)[nH]c1c(N3CCSCC3)ncnc12	8	0.4	-0.6	3	-8
4	Clc1cccc(CN2CCN(Cc3ccco3)CC2)c1	-3	0.6	i	0	-2
5	COC(=O)C1=C(c2ccc(-c3ccccc3)c(F)c2)C[C@@H]2CC[C@H]1N2C(=O)NCCO	5	0.7	-5.0	-3	23
6	COc1ccc(C)cc1NC(=O)C(Sc1nnc(-c2cccs2)o1)c1ccccc1 (stereo unspecified)	-8	-0.6	3.8	-2	0
7	O=c1c2ccccc2ncn1Cc1ccc2c(c1)OCO2	1	-0.1	-0.5	-22	2
8	COc1ccc(CNc2cc(C)nc3ncnn23)c(OC)c1	14	0.5	-0.2	4	-2
9	O=[N+]([O-])c1ccc(S(=O)(=O)NCC(c2ccc3c(c2)OCO3)N2CCOCC2)cc1 (stereo unspecified)	-23	nt	-0.4	nt	4
10	COc1c(C)cc(C(=O)C2CCCN(C(=O)/C=C/c3ccccn3)C2)cc1C (stereo unspecified)	-2	-0.4	-2.3	-1	10

entry	TcdB GH inh	SARS 3CLpro inh	Anthrax LF prot	BoNT A protease
1	-0.8	2	2	-0.7
2	0.7	0	-8	-0.1
3	1.3	-2	3	2.8
4	-0.7	3	-4	-1.6
5	1.4	nt	-4	0.6
6	nt	6	0	-0.3
7	0.4	5	16	-2.8
8	1.0	0	-2	-2.1
9	-0.4	nt	-4	0.0
10	-1.5	-10	-3	-0.9

A second format for 4 compounds above.
4: Clc1cccc(CN2CCN(Cc3ccco3)CC2)c1
5: COC(=O)C1=C(c2ccc(-c3ccccc3)c(F)c2)C[C@@H]2CC[C@H]1N2C(=O)NCCO
6: COc1ccc(C)cc1NC(=O)C(Sc1nnc(-c2cccs2)o1)c1ccccc1 (stereo unspecified)
7: O=c1c2ccccc2ncn1Cc1ccc2c(c1)OCO2

entry no.	4	5	6	7
PrPC surface inh	-3	5	-8	1
PfHsp40 yeast	0.6	0.7	-0.6	-0.1
BH1578 lux ind	i	-5.0	3.8	-0.5
SSB-PriA inh	0	-3	-2	-22
Y pestis TopoI	-2	23	0	2
TcdB GH inh	-0.7	1.4	nt	0.4
SARS 3CLpro inh	3	nt	6	5
Anthrax LF prot	-4	-4	0	16
BoNT A protease	-1.6	0.6	-0.3	-2.8

Remaining list, next part.
entry	Compound	PrPC surface inh	PfHsp40 yeast	BH1578 lux ind	SSB-PriA inh	Y pestis TopoI
11	C[C@@H]1CN([C@H](C)CO)C(=O)CCCn2nncc2CO[C@H]1CN(C)Cc1ccc2c(c1)OCO2	5	nt	-0.3	nt	-1
12	COC(=O)Cn1cc(C(=O)OC)cc(Br)c1=O	-2	9.3	0.3	3	-1
13	Cc1ccc(S(=O)(=O)N2CCN(C)CC2)cc1C	5	-0.6	-0.8	-13	-4
14	O=C(NCC1CCCO1)c1ccc2c(c1)ncn2-c1cccc(F)c1 (stereo unspecified)	3	0.7	-0.6	3	6
15	C/C(=N\OCC(=O)OCC(=O)N(C)c1ccccc1)c1ccc2c(c1)OCO2	-4	0.1	1.2	nt	34
16	CC(C)N1CCN(c2ccncc2S(=O)(=O)N2CCN(C)CC2)CC1	0	nt	i	nt	-9
17	COc1cc(NC(=S)N2CCN(C/C=C/c3ccccc3)CC2)cc(OC)c1	-5	-0.4	-0.2	13	-2
18	COc1ccc(COc2ccsc2C(=O)Nc2ccc(Cl)cc2)cc1	-1	0.1	i	-12	-2
19	Cc1ccc(N(CC(=O)N2CCN(c3ccc(F)cc3)CC2)S(=O)(=O)c2c(C)noc2C)cc1	-4	2.1	i	11	8
20	COc1ccc(N2CCOCC2)c(NC(=O)c2cc3ccccc3o2)c1	-6	0.9	-0.2	-10	28

entry	TcdB GH inh	SARS 3CLpro inh	Anthrax LF prot	BoNT A protease
11	-1.0&0.5&-0.8	nt	-3	0.0
12	nt	2	1	-0.6
13	-1.4	6	-11	4.5
14	0.1	-6	0	-0.1
15	0.7	nt	-8	-3.8
16	0.6	nt	0	-0.5
17	nt	5	-1	-0.2
18	nt	-2	1	1.4
19	1.3	2	1	-0.6
20	0.3	-2	10	-2.1

entry	Compound	PrPC surface inh	PfHsp40 yeast	BH1578 lux ind	SSB-PriA inh	Y pestis TopoI
21	COc1ccc(/C=C/C(=O)N(C)CC(=O)Nc2cccc(F)c2)cc1S(=O)(=O)N1CCCCC1	3	0.3	i	-10	10
22	Cc1ccc2nc(N3C(=O)C(O)=C(C(=O)c4ccco4)C3c3cccc(O)c3)sc2c1 (stereo unspecified)	-8	9.1	-0.3	4	-3
23	CCN1C[C@]2(CO)CC[C@H](OC)[C@@]34C2[C@H](OC)[C@@](O)(C13)[C@@]1(O)C[C@H](OC)[C@H]2C[C@@H]4[C@@H]1[C@H]2OC	2	0.8	-0.9	-3	4
24	CCn1c(SCC(=O)NC2CCCC2)nc2c(c1=O)SCC2	0	nt	-0.4	nt	1
25	CC(NC(=O)CCCCCCN1C(=O)c2ccccc2C1=O)c1ccc2c(c1)CCCC2 (stereo unspecified)	-8	?	-0.3	-9	34
26	O=C1NC[C@@H](CCCCN2C[C@H](Cc3ccccc3)N(CC3CCCCC3)C(=O)C2=O)N(CCc2ccc(O)cc2)C1=O	-2	nt	nt	nt	nt
27	Cc1nn(CCC#N)c(N)c1C1(O)C(=O)Nc2c(Cl)cc(Cl)cc21 (stereo unspecified)	-6	-0.8	i	-6	-6
28	COc1cccc(C=Nc2ccccc2C(=O)Nc2nccs2)c1OC	0	-0.6	-0.8	-18	11
29	O=C(O)CCNC(=O)/C(=C/c1ccco1)NC(=O)c1ccco1	3	-1.0	-0.3	-5	5
30	COC(=O)CCC(=O)NS(=O)(=O)c1ccc(N=NN2CCOCC2)cc1	-3	-0.4	-0.4	-20	0

entry	TcdB GH inh	SARS 3CLpro inh	Anthrax LF prot	BoNT A protease
21	1.4	nt	2	0.9
22	-0.2	6	2	-0.9
23	1.4	1	11	-0.8
24	1.6	nt	-1	0.1
25	0.8	5	0	-0.4
26	1.1	nt	-1	0.4
27	0.1	-1	-5	0.3
28	nt	1	0	1.0
29	-1.2	2	1	3.1
30	2.2	1	6	-0.2

Fetched by structure from above (two):
entry	Compound	PrPC surface inh	PfHsp40 yeast	BH1578 lux ind	SSB-PriA inh	Y pestis TopoI
28	COc1cccc(C=Nc2ccccc2C(=O)Nc2nccs2)c1OC	0	-0.6	-0.8	-18	11
25	CC(NC(=O)CCCCCCN1C(=O)c2ccccc2C1=O)c1ccc2c(c1)CCCC2 (stereo unspecified)	-8	?	-0.3	-9	34

entry	TcdB GH inh	SARS 3CLpro inh	Anthrax LF prot	BoNT A protease
28	nt	1	0	1.0
25	0.8	5	0	-0.4

The results go on.
entry	Compound	PrPC surface inh	PfHsp40 yeast	BH1578 lux ind	SSB-PriA inh	Y pestis TopoI
31	O=C1NC(c2ccccc2)(C(F)(F)F)SC2=NCCCN12 (stereo unspecified)	-4	-0.5	-1.7	3	-4
32	COc1c(Cl)cc(Cl)cc1CNCCO	3	-0.8	0.2	1	-1
33	CCCOc1ccc(/C=N/NC(=O)c2c(-c3ccccc3)noc2C)cc1OC	5	-0.5	0.1	nt	15
34	COc1ccccc1Nc1ncnc2ccc(C)cc12	-2	-1.2	i	-12	2
35	CC1Cc2ccccc2N1C(=O)COc1cccc(-n2cnnn2)c1 (stereo unspecified)	1	-0.8	-0.3	-12	12
36	CCOC(=O)c1cc(/C(C)=N/OC(=O)c2ccc(C(C)(C)C)cc2)on1	2	0.4	-0.3	nt	5
37	O=C(NCCN=C1NS(=O)(=O)c2ccccc21)c1ccc2nccnc2c1	-14	-0.7	-5.6	10	-5
38	CCN1CCN(C(c2cccs2)C(C)NS(=O)(=O)c2ccc(C)cc2)CC1 (stereo unspecified)	-1	-2.5	-0.2	-22	-5
39	Cn1ccc2c(-c3ccc4[nH]ccc4c3)cc3c(c21)C1CCC3O1 (stereo unspecified)	0	nt	nt	nt	nt
40	O=C(Cc1ccccn1)c1ccc(O)cc1O	-3	1.8	i	4	-1

entry	TcdB GH inh	SARS 3CLpro inh	Anthrax LF prot	BoNT A protease
31	nt	0	-1	-0.4
32	-1.0	4	-1	-0.2
33	1.0	3	-1	-1.2
34	nt	0	2	-0.3
35	nt	-1	-1	-1.4
36	0.9	7	nt	nt
37	nt	-1	-1	0.3
38	2.1	-4	1	0.5
39	2.3	nt	-10	0.1
40	5.4	2	-5	-4.2

entry	Compound	PrPC surface inh	PfHsp40 yeast	BH1578 lux ind	SSB-PriA inh	Y pestis TopoI
41	Cc1ccc(-n2ncc3c(SCC(N)=O)ncnc32)cc1C	-1	-0.3	i	-4	5
42	COc1ccccc1C(=O)NCCCNC(=O)c1cnccn1	-11	-2.0	-0.4	-18	0
43	O=C(Cc1ccc(Br)cc1)Nc1ccc2[nH]ncc2c1	9	0.0	-0.4	-7	5
44	CCCNS(=O)(=O)c1ccc(N2CCCC2=O)c([N+](=O)[O-])c1	-14	-0.3	i	4	-1
45	O=C(OC1CCCCC1=O)c1cc(=O)c2ccccc2o1 (stereo unspecified)	-3	-0.3	2.3	-12	-1
46	N/C(=N\OC(=O)CCC(=O)O)c1ncc(C(F)(F)F)cc1Cl	-5	0.4	2.4	nt	8
47	Cn1c(=O)[nH]c(=O)c2c1nc(CN1CCN(c3cccc(Cl)c3)CC1)n2Cc1ccccc1Cl	0	-0.5	-0.2	-10	23
48	NCCCCNCCCN	-3	-0.8	2.8	-4	7
49	O=C(CNc1cc(S(=O)(=O)N2CCOCC2)ccc1N1CCCC1)Nc1ccc(Cl)cc1	-5	2.1	97*	-2	7
50	Oc1c(C(c2ccccn2)N2CCC(Cc3ccccc3)CC2)cc(Cl)c2cccnc12 (stereo unspecified)	1	nt	nt	4	nt

entry	TcdB GH inh	SARS 3CLpro inh	Anthrax LF prot	BoNT A protease
41	1.1	1	16	0.9
42	0.1	-1	-2	0.2
43	0.2	4	nt	nt
44	nt	7	-2	-0.5
45	nt	2	-5	0.6
46	0.0	4	-5	-0.1
47	-0.1	3	-2	-1.5
48	1.2	nt	-3	-0.6
49	-0.5	nt	1	2.4
50	-0.8	2	nt	nt

entry	Compound	PrPC surface inh	PfHsp40 yeast	BH1578 lux ind	SSB-PriA inh	Y pestis TopoI
51	CC(C)CC1C(=O)N(Cc2cn(Cc3ccco3)nn2)CCS(=O)(=O)N1Cc1ccc(-c2ccc(F)cc2)cc1 (stereo unspecified)	-2	nt	1.1	nt	0
52	COc1cc2c(cc1OC)[C@H](C)N(C(=O)NCc1ccccc1)CC2	-1	0.2	i	15	6
53	NC(=S)N/N=C/c1cc([N+](=O)[O-])ccc1OCCOc1ccccc1	3	0.1	-0.7	nt	-7
54	COc1ccccc1NC(=O)CN1CCCCC1	4	-0.6	5.2	-17	6
55	COC(=O)C1(C(C[N+](=O)[O-])c2ccco2)C(=O)NCC1c1ccccc1 (stereo unspecified)	-3	0.4	i	6	10
56	Cc1ccc(-n2cc(-c3ccccc3)c3c(NN4CCOCC4)ncnc32)cc1	-1	-0.3	-0.2	5	18

entry	TcdB GH inh	SARS 3CLpro inh	Anthrax LF prot	BoNT A protease
51	0.4	nt	-4	-0.5
52	0.0	-3	22	-0.3
53	nt	2	0	0.1
54	nt	2	-2	0.0
55	0.8	-4	1	0.0
56	-4.4	-4	-2	0.5
